OX1R antag-1 – blocks the human orexin 1 receptor; OX1R-expressing cells, FRET antagonist read-out; inhibition, % at 6.6 µM; O43613; 330,000 compounds, 1.8% hits; AID 485270; in the data active = inhibition mostly above about 38%, no sharp cut-off; inactive = mostly below about 40%;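 also: 0% = agonist challenge alone and 100% = reference antagonist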
Target sequence (O43613 whole entry, looked up): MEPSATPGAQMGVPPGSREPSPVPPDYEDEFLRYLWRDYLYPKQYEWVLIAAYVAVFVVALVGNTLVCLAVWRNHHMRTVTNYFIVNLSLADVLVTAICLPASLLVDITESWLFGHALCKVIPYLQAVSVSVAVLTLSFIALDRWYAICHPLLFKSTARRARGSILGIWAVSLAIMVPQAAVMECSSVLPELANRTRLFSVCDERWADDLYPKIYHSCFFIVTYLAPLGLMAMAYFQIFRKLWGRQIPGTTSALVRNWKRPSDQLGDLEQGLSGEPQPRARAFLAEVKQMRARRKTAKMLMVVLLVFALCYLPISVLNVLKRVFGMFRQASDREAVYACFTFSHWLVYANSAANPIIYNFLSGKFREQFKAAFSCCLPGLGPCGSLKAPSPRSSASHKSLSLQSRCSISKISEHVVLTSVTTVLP
STK33 kinase inh – blocks human STK33 kinase activity; Q9BYT3; purified STK33, MBP phosphorylation, ADP-Glo luminescence; inhibition, % at 10 µM; 320,000 compounds, 0.073% hits; AID 2661;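 active = inhibition at or above 25%, using the most active replicate where run in duplicate; inactive = inhibition below 25%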
Target sequence (Q9BYT3 whole entry, looked up): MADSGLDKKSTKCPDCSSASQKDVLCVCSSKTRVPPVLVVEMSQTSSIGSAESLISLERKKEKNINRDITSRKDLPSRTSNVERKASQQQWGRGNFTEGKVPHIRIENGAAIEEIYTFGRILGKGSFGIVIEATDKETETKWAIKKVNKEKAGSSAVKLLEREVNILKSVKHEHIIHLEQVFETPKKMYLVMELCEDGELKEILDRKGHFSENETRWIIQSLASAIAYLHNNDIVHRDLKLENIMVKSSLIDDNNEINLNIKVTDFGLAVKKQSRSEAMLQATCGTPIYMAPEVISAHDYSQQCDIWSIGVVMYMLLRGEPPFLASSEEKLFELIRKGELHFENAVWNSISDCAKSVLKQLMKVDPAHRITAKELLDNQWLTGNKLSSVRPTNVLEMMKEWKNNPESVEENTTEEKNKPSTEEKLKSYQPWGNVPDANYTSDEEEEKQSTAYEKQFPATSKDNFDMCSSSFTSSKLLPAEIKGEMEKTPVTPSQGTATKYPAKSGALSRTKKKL
OX1R antag-2 – antagonists of human orexin 1 receptor; O43613; CHO/OX1R cells, Fluo-8 calcium fluorescence, orexin A; inhibition, % at 5 µM; 330,000 compounds, 0.43% hits; AID 434989;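 active = inhibition above its plate's threshold, mean inhibition of all tested compounds on the plate plus 3 SD, cut at about 37% in these data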;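 also: 0% = orexin A challenge wells and 100% = SB-334867-A antagonist wells; not every result past the cut was called active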
An asterisk follows results filed as active.

OX1R antag-2	OX1R antag-1	STK33 kinase inh	compound
6	11	-0.3	CCOC(=O)C1CCCN(C(=S)NC2CCCC2)C1 (configuration not stated)
-23	6	-1.1	CCC(CC)C(=O)Nc1nnc(SCC(=O)NC2CCCCC2)s1
-7	7	0.0	C/C(CC(=O)NC(C)C)=N\NC(=O)COc1cc(C)c(Br)cc1Br
-1	9	-0.5	CC(C)(C)c1ccc(C(=O)O[C@H]2[C@H](Cc3ccccc3)NS(=O)(=O)[C@H]3C[C@@H]4C=C[C@]23O4)cc1
-9	29	0.4	COc1ccc2cc(/C=C/C(=O)c3ccco3)c(Cl)nc2c1
-12	5	-0.3	Cc1cc(=O)[nH]c2ccc(S(=O)(=O)NCc3ccccc3)cc12
-9	37	-1.0	CC(=O)c1ccc(C(=O)NC2CCCN(Cc3ccccc3F)C2)s1 (configuration not stated)
-39	9	-0.2	COc1ccc(CCC(=O)N2CCN(C3CCCCC3)CC2)cc1
-13	5	-1.0	CCC(C)NCCOc1cccc(Br)c1 (configuration not stated)
-10	9	3.1	O=C(O)c1ccc(N2Cc3ccccc3C2)cc1O

Further records follow.
OX1R antag-2	OX1R antag-1	STK33 kinase inh	compound
-20	8	0.1	CC(C)CC(=O)NC1(C(F)(F)F)C(=O)N(Cc2ccccc2)C2=C1C(=O)CC(C)(C)C2 (configuration not stated)
-8	8	-0.9	O=c1[nH]nc(-c2ccc(F)cc2)cc1Cc1ccccn1
-6	-6	1.7	O=C(Cc1ccccc1)NCCCc1ccccc1
-31	6	0.8	COC(=O)CN(C)C(=O)c1ccc2nc(Cc3cccc(Cl)c3)oc2c1
1	10	-1.2	O=C(O)c1ccc(S(=O)(=O)c2ccccc2)cc1
-18	-8	-0.7	Cc1cc(Br)ccc1NC(=O)CN(C)C(=O)Cn1c(=O)cnc2ccccc21
-13	19	-2.4	Cc1ccc(S(=O)(=O)n2nc(OC(=O)c3cccc(F)c3)cc2N)cc1
-29	34	-0.3	Nc1c(Cl)cc(-c2csc(NC(CO)c3nc4ccccc4n3CCOCCO)n2)cc1Cl (configuration not stated)
-10	5	1.6	COc1ccccc1CC(=O)OC(C)C(=O)Nc1ccc(S(=O)(=O)N2CCCCC2)cc1 (configuration not stated)
8	62	-1.6	Cc1[nH]c2ccccc2c1C(=O)CN1CCCCC1C (configuration not stated)

The list goes on.
OX1R antag-2	OX1R antag-1	STK33 kinase inh	compound
-19	26	0.4	Cc1cc(C)n2nc(SCc3nnc(-c4cccs4)o3)nc2n1
-25	9	0.0	Cc1nc2ccc(NC(=O)CS(=O)(=O)c3ccc(F)cc3)cc2s1
11	31	-0.5	COc1ccc(/C=C2/C(=N)N3N=C(CC(=O)N4CCCC4)SC3=NC2=O)cc1
-20	14	-0.4	COc1cccc(NC(=S)/C(=C(\[O-])c2cc(C)n(-c3ccccc3F)c2C)[n+]2ccc(N(C)C)cc2)c1
1	9	-4.0	O=C1NC(=O)C2(COC(c3ccncc3)OC2)S1 (configuration not stated)
8	23	0.2	CCCCc1c(O)nc(SCC(=O)N2CCOCC2)[nH]c1=O
-1	7	-2.4	COc1ccc(C(=O)Nc2cccc(C(=O)N3CCN(C)CC3)c2)cc1
-11	17	-1.2	COc1ccc(OC)c(NC(=O)Nc2ccccc2C)c1
-23	14	0.4	Cn1c(Cc2ccccc2)nnc1SCC(=O)c1ccc(Br)s1
-6	7	-0.1	O=C(CSc1nnc(Cc2cc(=O)[nH]c(=O)[nH]2)n1-c1ccc(Cl)cc1)N1CCc2ccccc21

Other results.
OX1R antag-2	OX1R antag-1	STK33 kinase inh	compound
-14	15	0.5	CCOC(=O)C1CCN(C(=O)c2sc3nc(-c4ccc(F)cc4)cn3c2C)CC1
-14	20	-1.6	COc1ccc(N2CCN(C(=O)CNC(=O)Cn3c(C)cc4ccccc4c3=O)CC2)cc1
-8	31	-1.4	CCN(CC)C(=S)SCC(=O)c1c(C)[nH]c2ccccc12
-40	2	-4.3	Cc1cccc(-c2nc(CS(=O)CC(=O)NCCCSC3CCCCC3)c(C)o2)c1 (configuration not stated)
-6	10	-0.5	COc1ccccc1CP(=O)(c1ccccc1)c1ccccc1
-1	22	-1.8	O=C(NC(=S)Nc1ccc(Oc2ccccc2)cc1)c1ccc(Cl)cc1
0	14	-0.4	Cc1ccc(-c2noc(CCCC(=O)Nc3cccnc3)n2)cc1
-13	8	0.8	Cc1cc(N2CCN(C)CC2)nc2ccc(NC(=O)CCC(=O)NCc3ccco3)cc12
-11	1	-0.6	CCOC(=O)N1CCN(c2c(NCc3ccc(F)cc3)c(=O)c2=O)CC1
-18	16	1.5	Brc1c(CSc2nncc3ccccc23)nc2ccccn12

Next part
OX1R antag-2	OX1R antag-1	STK33 kinase inh	compound
-17	4	0.1	COc1ccc(OC)c(CNC(=O)CCn2nc(C)c3c(C)n(-c4ccccc4)nc3c2=O)c1
-10	-3	-2.1	CS(=O)(=O)NN1C(=O)c2ccccc2NC1c1cccs1 (configuration not stated)
-32	15	-3.4	COc1ccc(C(=O)Nc2ccccc2C(=O)N2CCCCCC2)cc1OC
-8	13	-0.8	CC(C)Oc1ccc(C(=O)NC(=S)Nc2ccc(CN3CCOCC3)cc2)cc1
-17	7	-0.5	O=C(Cc1ccc(Br)cc1)Nc1cccc(-c2cn3c(n2)SCC3)c1
-3	13	-1.4	CCN1C(=O)CSc2ccc(C(=O)NCCCN3CCOCC3)cc21
-42	7	-0.2	CC(C)(C)NC(=O)CSc1nc2cccnc2n1C1CCCCC1
-17	12	-1.2	Cc1csc(CNC(=O)CC2C(=O)NCCN2Cc2ccc(F)cc2Cl)n1 (configuration not stated)
-13	16	-0.3	COc1ccc(C2(O)CCN(C(=O)NC3CCCCC3)CC2)cc1
-46	5	-1.6	CC(NS(=O)(=O)c1ccc(Br)cc1)C(=O)Nc1nc2ccccc2[nH]1 (configuration not stated)

More compounds
OX1R antag-2	OX1R antag-1	STK33 kinase inh	compound
-7	29	-0.1	COC(=O)c1c(NC(=O)/C=C/C(=O)O)sc(C)c1-c1ccc(C)c(C)c1
-14	13	-3.3	CCOC(=O)C1CN(S(=O)(=O)c2ccccc2)c2cc(S(=O)(=O)CC)ccc2O1 (configuration not stated)
-18	13	1.0	COC(=O)c1cn(NC(=O)c2cc(OC)c(OC)c(OC)c2)c(=O)c2ccccc12
-15	10	0.6	Cc1ccc(S(=O)(=O)N2CCOCC2)cc1C(=O)OCCOc1cccc(Cl)c1
-5	18	-1.4	O=C(NCc1ccc(N2CCCC2=O)cc1)C1CCC(=O)N(Cc2ccccc2F)C1 (configuration not stated)
-14	16	-0.7	O=C(NNC(=O)c1ccccc1Cl)c1csc(N2CCOCC2)n1
-11	7	-0.1	CCC1CCCCN1C(=O)N[C@@H](CCSC)C(=O)OC (some centres not stated)
-23	28	-1.2	COC(=O)c1c(NC(=O)CSc2ncnc3c2cnn3-c2ccccc2Cl)sc2c1CCCC2
-14	4	-0.9	COC(=O)c1nn(-c2ccc(OC)cc2)c(=O)cc1O
-28	25	-0.4	O=c1cc(O)nc(SCc2ccccc2)n1-c1ccc(F)cc1

Entries of single compounds, looked up by structure:
O=c1cc(O)nc(SCc2ccccc2)n1-c1ccc(F)cc1 is entered as OX1R antag-2: -28; OX1R antag-1: 25; STK33 kinase inh: -0.4
CCOC(=O)C1CN(S(=O)(=O)c2ccccc2)c2cc(S(=O)(=O)CC)ccc2O1 (configuration not stated) is entered as OX1R antag-2: -14; OX1R antag-1: 13; STK33 kinase inh: -3.3

Continuation:
OX1R antag-2	OX1R antag-1	STK33 kinase inh	compound
-16	3	-0.3	COc1ccc(/C=N/N2CCN(Cc3ccc(C)cc3)CC2)cc1Br
-38	2	0.1	CC1(C)CC(=O)C(N=Nc2cccc([N+](=O)[O-])c2)=C(O)C1
-18	15	-1.5	COc1cccc(C2CC(c3ccccc3)=NN2S(=O)(=O)c2ccc(C)cc2)c1OC (configuration not stated)
-9	19	0.5	CCC(CC)C(=O)Nc1cccc(C(=O)Nc2ccc(S(N)(=O)=O)cc2)c1
-10	-2	-2.6	Cc1nnc(SCC(=O)NCCC2=CCCCC2)[nH]c1=O
-11	10	-1.0	CSc1nc2nc(C(F)(F)F)cc(-c3ccccc3)n2n1
-12	27	-2.8	CCC(=O)c1ccc(OC(C)C(=O)NC2(C#N)CCCCC2)cc1 (configuration not stated)
-20	10	-0.1	COc1ccccc1-c1noc(CCCC(=O)NC2CCCCC2)n1
-15	15	-0.9	CNS(=O)(=O)c1cccc2cccnc12
-24	59	8.4	CCOC(=O)C(C(=O)OCC)N(C#N)c1nc(SC)nc(N(C)C)n1

Other entries:
OX1R antag-2	OX1R antag-1	STK33 kinase inh	compound
-1	8	-1.5	O=C1C=C(Nc2ccc(Cl)cc2)C(=O)N1c1ccc(Cl)cc1
-22	10	-0.6	Cc1cc(C)c2c(c1)NC(c1cc3c(cc1Br)OCO3)C1CC=CC21 (configuration not stated)
7	9	-0.5	Cc1cc(C(=O)Nc2sc(C)c(C)c2C#N)c(C)o1
10	15	-1.0	COc1ccc(C(=O)Nc2ccc3nc4n(c(=O)c3c2)CCCC4)cc1[N+](=O)[O-]
-9	20	-0.7	O=C(OCCN1C(=O)CCC1=O)c1ccc(S(=O)(=O)N2CCCCC2)cc1
-29	16	-0.5	CCc1ccccc1NC(=O)CCCSc1nc2ccccc2s1
-15	-4	-0.2	O=C(COc1ccc(S(=O)(=O)N2CCOCC2)cc1)N1CCOCC1
-17	9	-0.8	COc1ccc(S(=O)(=O)N2CCOCC2)cc1NC(=O)CSc1cccc[n+]1[O-]
-25	12	0.6	CN1CCN(S(=O)(=O)c2cccc(C(=O)N3CCc4ccccc43)c2)CC1
-37	10	-0.1	CCCNCC1C(Oc2ccc(Cl)cc2)C(=O)N1c1ccccc1C (configuration not stated)

(list continues)
OX1R antag-2	OX1R antag-1	STK33 kinase inh	compound
-56	6	-0.6	Cc1ccc(CCNC(=O)C2CC(=O)N(C3CCCCC3)C2)cc1 (configuration not stated)
-21	-1	0.8	CCN(CC)S(=O)(=O)c1ccc(C(=O)NNC(=O)C2COc3ccccc3O2)cc1 (configuration not stated)
-23	8	-0.3	Cc1snc(SCC(=O)N/N=C(\N)COc2ccc(F)cc2)c1C#N
7	-1	0.6	Cc1c(CCO)c(=O)oc2n[nH]c(-c3ccccc3)c12
3	13	0.2	CCCOc1ccc(Cn2cnc3ccccc32)cc1
-3	11	-0.1	COc1cccc(NC(=O)CN(C)C(=O)c2ccccc2OCc2c(C)noc2C)c1
-16	12	-0.6	COc1cccc(-c2ccc3ncnc(NCc4ccc5c(c4)OCO5)c3c2)c1
-8	12	1.9	Cn1c(=O)c2sccc2n2c(CCCC(=O)NC3CCN(Cc4ccccc4)CC3)nnc12
-16	10	-0.7	COc1ccc(N2C(=O)CC(Sc3ccccc3C(=O)O)C2=O)c([N+](=O)[O-])c1 (configuration not stated)
-8	40	-1.6	Cn1ncc(Oc2ccc([N+](=O)[O-])cc2)c(Cl)c1=O

Additional results
OX1R antag-2	OX1R antag-1	STK33 kinase inh	compound
-15	48	-0.2	O=C(O)[C@H](Cc1ccccc1)N1C(=O)c2c(Cl)c(Cl)c(Cl)c(Cl)c2C1=O
-9	11	-0.7	CCOC(=O)c1ccc(-n2ccnc2)c(NC(=O)c2ccc(C(C)(C)C)cc2)c1
-19	59	-1.2	CCOC(=O)c1c(C)oc(NC(=O)COc2ccc(Cl)cc2C)c1C#N
-15	44	0.8	COc1cc(N2CN=c3s/c(=C\c4ccccn4)c(=O)n3C2)cc(OC)c1OC
-6	3	0.1	O=C(OCCOc1ccccc1)c1cccc(S(=O)(=O)N2CCOCC2)c1
-11	6	0.5	CCOc1ccc(N2C(=O)CC(N3CC(C)OC(C)C3)C2=O)cc1 (configuration not stated)
-31	11	-0.4	C=CCNC(=O)Cn1c(=O)c2c(ncn2CCC(C)C)n(Cc2ccccc2)c1=O
-6	31	1.7	CC(C)c1c(C#N)c(N)nc(SCC(=O)c2cc3ccccc3oc2=O)c1C#N
-13	9	-2.0	CCOC(=O)CN(C(=O)CN1CCOCC1)c1ccc(Br)cc1
-10	13	-0.2	COc1ccccc1NC(=O)c1ccc(NC(=O)CSc2nnnn2C)cc1

New compounds follow.
OX1R antag-2	OX1R antag-1	STK33 kinase inh	compound
-4	47	0.4	COCCn1c(C)cc(C(=O)CSc2cc(C)c3ccccc3n2)c1C
-12	7	-0.5	CCOc1ccc(NC(=O)Cc2c(O)c3ccccc3[nH]c2=O)cc1
0	25	-1.2	CSc1ccc(/C=C/C(=O)OCC(=O)N(C)CCC#N)cc1
-18	10	-1.7	CN1CCN(NC(=O)NC2CCCCC2)CC1
56*	7	-0.5	O=C1c2cccc3c(N4CCCCC4)ccc(c23)C(=O)N1c1cccc(O)c1
13	3	-1.8	C=CCn1c(Br)nc2c1c(=O)n(C)c(=O)n2C
-22	3	-0.5	CCOc1ccc(-n2c(=O)[nH]cc(C(=O)Nc3ccc(OC)c(OC)c3)c2=O)cc1
10	1	-1.1	COc1ccc(NC(=O)c2ccc3c(c2)NC(=O)CS3)cc1
-22	9	7.2	Clc1ccc(-c2n[nH]c3c2CCC3)c(Cl)c1
-38	8	0.2	O=C1CC(N2CCN(C/C=C/c3ccccc3)CC2)C(=O)N1Cc1ccc(N2CCCC2=O)cc1 (configuration not stated)

Results in STK33 kinase inh and OX1R antag-2, for 7 of the compounds above:
molecule	STK33 kinase inh	OX1R antag-2
COc1ccccc1-c1noc(CCCC(=O)NC2CCCCC2)n1	-0.1	-20
CNS(=O)(=O)c1cccc2cccnc12	-0.9	-15
CCOC(=O)C(C(=O)OCC)N(C#N)c1nc(SC)nc(N(C)C)n1	8.4	-24
O=C1C=C(Nc2ccc(Cl)cc2)C(=O)N1c1ccc(Cl)cc1	-1.5	-1
Cc1cc(C)c2c(c1)NC(c1cc3c(cc1Br)OCO3)C1CC=CC21 (configuration not stated)	-0.6	-22
Cc1cc(C(=O)Nc2sc(C)c(C)c2C#N)c(C)o1	-0.5	7
COc1ccc(C(=O)Nc2ccc3nc4n(c(=O)c3c2)CCCC4)cc1[N+](=O)[O-]	-1.0	10

Screening results from PubChem.
